Source: PubChem (National Center for Advancing Translational Sciences (NCATS))
TRHR enhancer: TRH receptor (human) allosteric enhancement; TRHR cells, fluo-8 calcium fluorescence, EC20 TRH enhancement; enhancement, % at 2 µM; 0.66% of 360,000 active; in the data active means enhancement above about 30%; further: 0% is about no effect
Target sequence (P34981 whole entry, looked up): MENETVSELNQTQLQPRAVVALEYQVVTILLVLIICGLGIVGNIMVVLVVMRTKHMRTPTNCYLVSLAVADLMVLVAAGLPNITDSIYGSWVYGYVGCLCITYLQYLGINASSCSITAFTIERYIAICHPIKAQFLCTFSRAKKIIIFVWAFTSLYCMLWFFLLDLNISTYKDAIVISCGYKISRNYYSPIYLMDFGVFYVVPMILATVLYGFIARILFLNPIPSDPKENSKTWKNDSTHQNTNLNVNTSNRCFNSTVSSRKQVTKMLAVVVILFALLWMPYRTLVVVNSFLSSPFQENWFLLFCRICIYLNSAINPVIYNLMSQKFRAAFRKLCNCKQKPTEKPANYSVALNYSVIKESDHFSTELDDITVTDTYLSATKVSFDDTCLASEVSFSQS
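Enhancer read-out: after compound pinning and an initial kinetic agonist-mode read, an EC20 of TRH (10 nM final) was injected and fluo-8 calcium signal (Ex 480/Em 530) followed at 1 s/cycle for 100 cycles in TRHR-expressing cells.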
D2 antagonist: antagonists of human D2 dopamine receptor; HEK293 TREx D2 cells, calcium flux, dopamine EC80; inhibition, % at 10 µM; 2% of 340,000 active; in the data active means inhibition above about 30%; further: 0% is about no effect
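Measurement of antagonist activity uses fluorescent calcium dye in inducible HEK293 T-REx D2 cells: 10 s baseline, compound addition with 180 s read, EC80 dopamine addition with a further 180 s read.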
RXFP1 antag: antagonists of human relaxin receptor RXFP1. HEK293-RXFP1, relaxin-stimulated cAMP HTRF, 30 min; active compounds read low. AID 1259400. 0.59% of 350,000 active. activity change, negative = inhibition, % at 57.5 µM;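 active means activity change of -60% or lower, but not beyond a set lower limit; inconclusive means change between -60% and -40%, or beyond the set limit; inactive means change above -40%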; further: on the % scale 0 is the no-effect control and ±100 the full control effect
D1 antagonist: antagonists of human D1 dopamine receptor. 3.2% of 360,000 active. HEK293 TREx D1 cells, calcium flux, dopamine EC80; active compounds read low. P21728. activity change, negative = inhibition, % at 10 µM; in the data active means activity change below about -30%; further: on the % scale 0 is the no-effect control and ±100 the full control effect
Target sequence (P21728 whole entry, looked up): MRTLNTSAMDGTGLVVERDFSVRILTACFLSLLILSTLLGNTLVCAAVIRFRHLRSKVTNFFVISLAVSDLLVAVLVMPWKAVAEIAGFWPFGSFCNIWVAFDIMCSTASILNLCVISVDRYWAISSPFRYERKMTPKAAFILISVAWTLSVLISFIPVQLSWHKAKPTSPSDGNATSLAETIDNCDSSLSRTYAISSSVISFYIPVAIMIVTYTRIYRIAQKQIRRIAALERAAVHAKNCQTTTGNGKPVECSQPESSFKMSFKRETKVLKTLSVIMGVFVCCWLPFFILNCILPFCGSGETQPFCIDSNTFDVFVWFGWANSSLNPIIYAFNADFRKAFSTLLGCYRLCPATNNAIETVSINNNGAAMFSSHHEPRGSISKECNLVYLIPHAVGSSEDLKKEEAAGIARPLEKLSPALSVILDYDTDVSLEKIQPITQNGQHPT
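Antagonism measured as reduced calcium response to an EC80 dopamine addition following 180 s compound pre-read; cells were inducible HEK293 Trex D1 plated overnight at 30 C, read kinetically at 1 cycle/sec.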
TRHR agonist: agonists of human TRH receptor; P34981; TRHR cells, calcium flux fluo-8, FDSS agonist mode; activation, % at 2 µM; 0.18% of 360,000 active; AID 493084; further: 0% is about no effect
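Read-out: compound-evoked intracellular calcium rise in TRHR cells, fluo-8 dye, kinetic FDSS fluorescence at 1 s/cycle following a 10-cycle baseline. Cells cultured overnight before dye loading (30 min–1.5 h, RT).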
D2 potentiator: positive allosteric modulators of human D2 dopamine receptor; P14416; HEK293 T-REx D2, calcium flux, EC20 dopamine potentiation; potentiation, % at 10 µM; 0.34% of 340,000 active; AID 485347;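 active means potentiation over 3 SD above the plate norm, cut at about 30% in these data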; further: 0% is about no effect
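Calcium flux readout, no-wash dye, 1 read/s. Inducible HEK293 Trex D2 line, overnight 30 C. Compound alone 180 s (agonist flags), then EC20 dopamine, another 180 s to score potentiation.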
D1 agonist: human D1 receptor agonism | activation, % at 2 µM | 1% of 360,000 active | HEK293 T-REx D1 cells, calcium flux, agonist mode; further: 0% is about no effect
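Tetracycline-induced HEK293 TREx D1 cells, force-coupled to calcium signalling, were dye-loaded with a no-wash calcium kit. Compound was pin-added after a 10 s baseline. Fluorescence was read kinetically at 1 cycle/s for 180 s, with calcium rises flagged as agonism.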
D2 ag: activates the human D2 dopamine receptor; P14416; HEK293 T-REx D2 cells, calcium flux agonist mode; activation, % at 2 µM; 0.53% of 340,000 active; AID 485358;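 active means activation over 3 SD above normal in the single-dose calcium agonist read, cut at about 30% in these data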; further: 0% is about no effect
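Calcium-flux readout, 1 cycle/sec over 180 s following compound pin transfer, in inducible HEK293 Trex D2 cells (force-coupled); dopamine controls included. Positive calcium responses during this window marked compounds as potential agonists.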
D1 PAM: potentiators of human D1 dopamine receptor; P21728; HEK293 TREx D1 cells, calcium flux, dopamine EC20 potentiation; potentiation, % at 10 µM; 0.036% of 360,000 active; in the data active means potentiation above about 30%; further: 0% is about no effect
* hit, by the source's call; ? = inconclusive; · = no result given. Unless noted, no stated cut-off is given here; in the data, active means activation above about 30%; inactive means the rest.

SMILES	TRHR enhancer	D2 antagonist	RXFP1 antag	D1 antagonist	TRHR agonist	D2 potentiator	D1 agonist	D2 ag	D1 PAM
Cc1ccccc1CN1C(=O)c2ccccc2S(=O)c2ccc(C(=O)N3CCOCC3)cc21 (configuration not stated)	7	·	·	7	0.1	-1	0	-1.0	-3
O=C/C=C/c1c(-c2ccccc2)cc2oc3ccccc3cc1-2	5	17	-91*	2	-0.6	-7	3	-0.5	10
Nc1nnc2c(n1)CCCC2	1	2	1	4	0.2	1	2	0.9	-5
COc1ccc(N2CCN(c3csc4ccc(Cl)cc4c3=O)CC2)cc1	4	·	-22	10	1.5	1	43*	-0.1	0
COc1ccc(C(CNC(=O)c2cccc(S(=O)(=O)NCc3ccccc3)c2)N2CCOCC2)cc1 (configuration not stated)	1	-6	5	-2	-0.6	-5	9	-0.1	4
Cc1ccc(NC(=O)CSc2nncn2-c2ccccn2)cc1Cl	4	1	-16	10	-0.3	-3	1	-1.4	7
O=C(c1ccccc1)N1CCN(S(=O)(=O)N2CCOCC2)CC1	0	-4	-2	8	0.2	13	2	1.4	9
COc1ccc(N2CC(NC(=O)COc3ccc(F)cc3)CC2=O)cc1OC (configuration not stated)	-1	·	7	·	0.0	-1	86*	0.4	3
Cc1cc(-c2ccc(/C=N/n3cnnc3)o2)c(C)c([N+](=O)[O-])c1	-1	8	3	4	-0.8	-1	0	-0.5	-4
COc1ccccc1C(=O)OCC(=O)NC(=O)NCc1ccccc1	0	7	7	8	-0.1	3	16	1.9	-3
Cc1cc(C(F)F)n2nc(C(=O)Nc3ccc(C(C)C)cc3)nc2n1	1	·	·	0	0.2	1	0	0.1	-3
Cc1ccc(CN(C(=O)c2ccccc2C)C2CCS(=O)(=O)C2)o1 (configuration not stated)	-1	0	2	-8	0.0	-3	6	0.6	-5
COc1cc2cc(C(c3nnnn3C3CCCCC3)N(C)C3CCCCC3)c(=O)[nH]c2cc1OC (configuration not stated)	-7	-6	-3	7	0.2	-1	3	0.7	-4
CCOC(=O)CNC(=O)COc1coc(CN2CCN(c3ccccc3F)CC2)cc1=O	0	5	-33	12	0.9	-3	2	1.2	-2
C=CCOc1ccc2cccc(/C=N/NC(=O)c3cc4cc([N+](=O)[O-])ccc4s3)c2c1	-12	-15	4	5	0.2	-2	3	-2.2	-4
O=C(O)CCSc1nnc(-c2cccnc2)n1-c1ccccc1	4	4	-4	-3	-0.5	5	2	-0.1	-4
CCc1cccc(CC)c1C(O)c1cccnc1 (configuration not stated)	-7	20	0	-6	0.1	0	7	0.4	-4
Cc1nc(C(=O)Nc2ccc(Cl)cc2)nn1-c1ccc([N+](=O)[O-])cc1	0	-8	3	9	0.5	-18	0	-0.2	-2
O=S(=O)(c1ccc(-c2cc(C(F)(F)F)on2)s1)N1CCN(c2ccc(F)cc2)CC1	-8	·	18	-21	-0.7	-10	2	-0.1	-2
CC(=O)Nc1ccc(CN(C)CC2CCCN(CCc3cccc(C(F)(F)F)c3)C2)cc1 (configuration not stated)	0	-10	-18	-5	0.8	-38	4	2.0	-3
Cc1nc2c3ccccc3nc(NNC(=O)CCC(=O)N3CCCC(C)C3)n2n1 (configuration not stated)	2	11	5	-33*	0.3	-1	0	-1.2	-5
COC(=O)CNC(=O)C(NC(=O)OCc1ccccc1)C(C)C (configuration not stated)	4	-2	-1	2	-0.6	3	2	0.2	-4
O=C(CO/N=C/c1ccc(OC(F)F)cc1)NCc1ccco1	3	·	2	-15	-1.6	·	3	·	0
COc1ccc(C2=NN(C(=O)CCC(=O)O)C(c3ccc(OC)c(OC)c3)C2)cc1 (configuration not stated)	10	6	-9	-8	0.2	-8	4	0.6	-6
COc1ccc(OC)c(NC(=O)c2cc3c(Cl)nc4ccccc4c3s2)c1	1	-13	-2	0	0.5	0	0	0.7	1
Cc1[nH][nH]c(=O)c1C(c1ccc(Br)cc1)c1c(C)[nH][nH]c1=O	11	14	?	-20	0.6	8	3	0.2	-4
O=C1c2ccccc2C(=O)c2c1ccc1c(=O)n(C3CCCCC3)[nH]c21	-2	-6	-4	6	-0.4	4	4	-3.0	4
Cc1cc(C)nc(SCC(=O)N2CCCCC2)n1	1	3	-3	6	-0.6	6	0	0.0	-3
CCN(CC)Cc1c(O)c(Cl)cc2c(C)c(C)c(=O)oc12	-1	-2	13	0	0.1	-8	3	0.0	-1
CC(C)c1ccc(NC2CCCN(C(=O)c3cnn(C(C)C)c3)C2)cc1 (configuration not stated)	0	2	-6	3	-1.3	0	-1	1.4	2
O=C(CCc1nc(-c2ccccc2)no1)Nc1cccnc1	10	58*	-2	-11	-0.2	-8	8	0.4	0
O=C(Nc1cccc2ncccc12)c1cc([N+](=O)[O-])ccc1Cl	-7	7	-6	2	-0.6	0	1	0.5	1
CCc1ccc(Oc2cc(C)nc(N)n2)cc1	6	-6	-26	3	-0.5	29	-3	0.1	-2
CN(C(=O)COC(=O)c1n[nH]c2ccccc12)c1ccccc1	-1	-3	-28	11	0.2	6	2	-0.1	0
COc1ccccc1N1CCN(c2ncnc3onc(-c4ccc(F)cc4)c23)CC1	-6	·	·	1	-0.3	-4	0	-2.0	-4
O=C(COC(=O)c1ccc[nH]c1=O)NC1CCCc2ccccc21 (configuration not stated)	1	-5	-6	-4	-0.1	-5	0	1.5	1
O=C(COC(=O)c1ccccc1Nc1ccc(SC(F)F)cc1)NCc1ccco1	-3	15	-1	-13	0.3	13	4	-0.1	-13
CCCN(CCC)C(=O)c1ccc2c(c1)OCO2	3	0	-9	-10	0.2	-4	-3	0.6	3
COC(=O)c1ccc(NC(=O)CSc2nc3cc4ccccc4cc3[nH]2)cc1	-4	·	-10	-1	0.5	-5	3	0.2	-3
CCN1CCN(C(=O)CCc2nnc3ccc(N4CCN(c5cccc(OC)c5)CC4)nn23)CC1	-16	-8	9	3	-0.2	1	9	-0.2	-2
CC1CCC(CN2C(Nc3ccccc3)=NC[C@@H]2C)CC1 (some centres not stated)	1	7	·	9	0.5	9	2	0.2	0
CCc1noc(C)c1C(=O)Nc1cc(S(=O)(=O)N(CC)CC)ccc1N1CCCC1	-5	-16	3	-2	0.0	0	-1	0.0	1
CCCc1ccc2oc(C(=O)N3CCC[C@H]3CO)c(C)c2c1	23	14	-3	12	-0.4	8	1	-1.5	-1
Cc1ccc(C(C)C)cc1S(=O)(=O)NCc1ccccn1	1	·	4	7	-0.6	1	1	·	0
C=CCn1c(SCC(=O)Nc2ccc(OC)cc2)nnc1-c1cnccn1	7	-1	5	-9	-0.4	5	1	0.2	32*

Reformatted with two lines to a compound: part of the list above.
Every second line gives: TRHR enhancer | D2 antagonist | RXFP1 antag | D1 antagonist | TRHR agonist | D2 potentiator | D1 agonist | D2 ag | D1 PAM
CCCN(CCC)C(=O)c1ccc2c(c1)OCO2
 : 3 | 0 | -9 | -10 | 0.2 | -4 | -3 | 0.6 | 3
COC(=O)c1ccc(NC(=O)CSc2nc3cc4ccccc4cc3[nH]2)cc1
 : -4 | · | -10 | -1 | 0.5 | -5 | 3 | 0.2 | -3

(more compounds)
SMILES	TRHR enhancer	D2 antagonist	RXFP1 antag	D1 antagonist	TRHR agonist	D2 potentiator	D1 agonist	D2 ag	D1 PAM
Cc1ccc(S(=O)(=O)/C(C#N)=C/c2c(N3CCOCC3)nc3ccccn3c2=O)cc1	-7	18	3	-4	1.6	6	2	1.4	3
CCC1CCCCN1CCNC(=O)CCS(=O)(=O)c1ccc(Br)cc1 (configuration not stated)	2	17	-2	10	-1.3	0	2	0.0	-1
CSc1nnc(C)c(=O)n1COC(=O)COc1ccc2ccccc2c1	-4	3	-10	-10	-0.1	-11	3	-0.3	-5
CCCCCOC(=O)Nc1nnc(CCCCC)s1	-5	-19	·	-5	0.2	-12	-3	-0.3	-3
CCOC(=O)CSc1nc(N(C)C)nc(N(C)C#N)n1	-5	-2	-5	35	-0.2	-13	0	1.1	2
C=CCn1cc(/C=C2/NC(=O)NC2=O)c2ccccc21	5	-25	-7	6	0.0	3	0	1.2	0
CCC(=O)N1CCc2cc(OC)c(OC)cc2C1COc1ccc2c(C)cc(=O)oc2c1 (configuration not stated)	8	·	-3	-3	-0.6	23	0	-2.3	1
CCOC(=O)c1c(C)oc2c1c(CN1CCN(CCO)CC1)c(O)c1ccccc12	2	-10	-10	4	-0.7	7	4	0.0	0
CCOc1ccc(-n2cc(-c3ccccc3)c3c(NC4CCCC4)ncnc32)cc1	1	·	1	9	-0.3	·	-2	·	2
CC(=O)Cn1cnc2sc(-c3ccccc3)cc2c1=O	-2	0	-2	-36*	1.2	-5	1	0.9	-3
O=C1Nc2ccccc2C1C(C[N+](=O)[O-])c1ccccc1 (configuration not stated)	-5	-10	-1	-8	-0.5	-6	4	0.4	8
CC1(C)Cc2c(sc3ncnc(NNC(=S)NCc4ccccc4)c23)CO1	0	-5	8	4	-0.7	-6	0	-1.6	-9
CCn1c(CC(=O)Nc2ccccc2Cl)nnc1SCC(=O)NC1CCCC1	-7	34*	-3	-11	0.4	-2	1	0.4	3
O=S(=O)(c1ccccc1)N(F)S(=O)(=O)c1ccccc1	6	-15	1	-17	0.1	15	1	-0.4	6
O=C(NC12CCC(O)C(SC1)/C2=N/O)c1ccccc1 (configuration not stated)	-1	0	-6	4	0.4	-2	0	0.2	1
CC(/C=C/c1ccc(O)cc1)=N/O	8	-1	-5	29	0.1	3	14	1.1	-3
CCCCc1ccc(NC(=O)CSc2nnc(C)c(=O)n2N)cc1	-4	3	8	-9	-0.5	-1	2	-0.5	-2
CC(=O)NC(Cc1ccccc1C)C(=O)NC1CCN(C(=O)NCc2ccccc2)CC1 (configuration not stated)	-9	-6	-4	-1	0.7	2	2	0.6	-5
Cc1ccccc1NC(=O)c1oc2c(c1C)-c1nn(Cc3cccc(Cl)c3)cc1CC2	-4	·	?	12	0.1	-5	0	0.2	-3
CCN(CC)CCCN=C(C)C1=C(O)c2ccccc2C1=O	5	16	1	2	0.6	-5	1	0.4	-1
CC1(C)CC(=O)c2cc(-c3nc(-c4ccc(Cl)cc4)cs3)c(=O)[nH]c2C1	4	·	1	3	1.2	-1	2	0.9	0

Molecules shown so far that contain a thiophene ring, fused or not, in the order listed:
SMILES	TRHR enhancer	D2 antagonist	RXFP1 antag	D1 antagonist	TRHR agonist	D2 potentiator	D1 agonist	D2 ag	D1 PAM
C=CCOc1ccc2cccc(/C=N/NC(=O)c3cc4cc([N+](=O)[O-])ccc4s3)c2c1	-12	-15	4	5	0.2	-2	3	-2.2	-4
O=S(=O)(c1ccc(-c2cc(C(F)(F)F)on2)s1)N1CCN(c2ccc(F)cc2)CC1	-8	·	18	-21	-0.7	-10	2	-0.1	-2
COc1ccc(OC)c(NC(=O)c2cc3c(Cl)nc4ccccc4c3s2)c1	1	-13	-2	0	0.5	0	0	0.7	1
CC(=O)Cn1cnc2sc(-c3ccccc3)cc2c1=O	-2	0	-2	-36*	1.2	-5	1	0.9	-3
CC1(C)Cc2c(sc3ncnc(NNC(=S)NCc4ccccc4)c23)CO1	0	-5	8	4	-0.7	-6	0	-1.6	-9
